Screening results: PubChem BioAssay, National Center for Advancing Translational Sciences (NCATS)
GALK inhibitor: qHTS Assay for Inhibitors of Human Galactokinase (GALK); Purified GALK, Kinase-Glo residual ATP luminescence; Potency, µM (top dose mostly 57.5 µM), without a hit: top-dose activity change, negative = inhibition, most hits filed as inhibitors; 270,000 compounds, 0.007% hits; AID 1868, 2009; P51570; note: potency is the fitted concentration of half-maximal effect; % is set by controls: 0 for no effect and ±100 for the full control effect
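5 nM enzyme, 35 uM ATP, 100 uM galactose, 20 mM HEPES pH8.0, 5 mM MgCl2; 1 h RT; residual ATP by Kinase-Glo Plus luminescence, qHTS format.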
Menin MLL FP TR: qHTS Assay for Inhibitors Targeting the Menin-MLL Interaction in MLL Related Leukemias: Competition With Texas Red Labeled MLL-derived Mutant Peptide; O00255; Menin + Texas Red MLL mutant peptide, fluorescence polarization; Potency, µM (top dose mostly 61.6 µM), for inactives: at the top dose FP activity change, negative = inhibition, hits mostly inhibitors; 270,000 compounds, 0.23% hits; active = well fitted inhibition curve with a large enough effect in the polarisation, with a control signal flat, not every such curve was filed as active; inconclusive = small, poorly fitted or top-dose-only effect, or effect the other way, or a change in a side signal; inactive = no such curve, though single readings can be large or run the other way; the % refers to the polarisation; note: potency is the fitted concentration of half-maximal effect; % of control where 0% means no effect; many of its hits are not listed in these tables
Giardia kill: Small Molecules that selectively kill Giardia lamblia: qHTS; AID 540267, 2011; Giardia lamblia trophozoite viability; 340,000 compounds, 0.15% hits; activity change, % at 7.66 µM, hits read low; in the data active = activity change below about -80%; inconclusive = between about -30% and that limit;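 note: parasites exposed to compound for two days anaerobically before the ATP read; % is set by controls: 0 for no effect and ±100 for the full control effect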
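Killing of trophozoites was scored by loss of ATP luminescence after a 48 hrs anaerobic exposure to compounds at 37 deg C, using 100 cells per well.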
PKM2 act: qHTS Assay for Activators of Human Muscle isoform 2 Pyruvate Kinase; 260,000 compounds, 0.34% hits; Potency, µM (highest dose often 57.5 µM), for inactives: at the highest dose activation, usual class: activators; purified PKM2, Kinase-Glo ATP luminescence, activation; response scale: 0% is enzyme alone, no compound; AID 1631, 2009; note: potency is the fitted concentration of half-maximal effect; % is set by controls: 0 for no effect and ±100 for the full control effect; nearly all actives have a fitted effect of over 55% in size
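Purified hPK-M2 (>95%) run at intermediate activity with 0.1 mM ADP and 0.5 mM PEP in 50 mM imidazole pH 7.2, KCl, MgCl2; 1 h room temperature. ATP formed read by Kinase-Glo luminescence; normalized to uninhibited and no-enzyme controls.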
Tb PFK inh: qHTS Assay to Find Inhibitors of T. brucei phosphofructokinase. 330,000 compounds, 0.17% hits. T. brucei PFK, ADP-Glo luminescence. Potency, µM (series often up to 57.5 µM), for the others: at the top dose activity, negative = inhibition, hits mostly inhibitors. ATP-dependent 6-phosphofructokinase (Trypanosoma brucei brucei), O15648;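 note: potency is the fitted concentration of half-maximal effect; 0% = uninhibited 1x PFK enzyme wells and -100% = no-enzyme wells; nearly all actives have a fitted effect of over 60% in size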
Target sequence (O15648 whole entry, looked up): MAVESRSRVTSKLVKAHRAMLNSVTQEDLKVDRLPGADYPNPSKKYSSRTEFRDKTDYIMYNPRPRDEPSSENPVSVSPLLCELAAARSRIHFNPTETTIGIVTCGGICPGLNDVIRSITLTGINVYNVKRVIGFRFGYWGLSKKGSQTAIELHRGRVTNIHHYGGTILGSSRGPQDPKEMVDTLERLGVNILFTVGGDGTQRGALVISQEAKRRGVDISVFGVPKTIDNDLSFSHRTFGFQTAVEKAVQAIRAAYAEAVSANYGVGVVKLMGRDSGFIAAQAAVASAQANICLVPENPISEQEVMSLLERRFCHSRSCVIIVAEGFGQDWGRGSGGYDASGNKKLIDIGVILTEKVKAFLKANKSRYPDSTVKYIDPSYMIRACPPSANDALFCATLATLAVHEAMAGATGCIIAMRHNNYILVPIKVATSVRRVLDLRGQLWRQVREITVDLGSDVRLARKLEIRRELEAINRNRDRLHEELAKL
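Luminescent ADP detection (ADP-Glo, two-step: ATP depletion then ADP-to-ATP conversion for luciferase) reported PFK activity after 45 min room-temperature reaction of 1.25 nM enzyme with 0.5 mM F6P and 0.1 mM ATP at pH 8.0.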
Integrin act MD: qHTS for Activators of Integrin-Mediated Alleviation for Muscular Dystrophy; 350,000 compounds, 0.064% hits; AID 624291, 2012; Potency, µM (top dose mostly 38.3 µM), without a hit: top-dose activation, usual class: activators; alpha7betagal myoblasts, beta-gal FDG fluorescence, 48 h;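 note: potency is the fitted concentration of half-maximal effect; 100% = response of the positive control SU9516; nearly all actives have a fitted effect of over 60% in size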
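Alpha7betagal+/- myoblasts (passage 13) were plated 16-24 hr, then exposed to compounds (1:260 dilution of DMSO stock) for 48 hours at 37C. After MPER lysis, β-galactosidase reporter activity was read as FDG fluorescence (ex 480/em 540) after 30 minutes.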
PTAP TSG101 blk: qHTS Assay for Iinhibitors of HIV-1 Budding by Blocking the Interaction of PTAP/TSG101 | 340,000 tested, under 10 active | Potency, µM (top dose mostly 115 µM), for inactives: at the highest dose activity change, negative = inhibition, most hits filed as inhibitors | Fluorescence polarization, FITC-PTAP peptide / Tsg101 binding; active = well fitted inhibition curve with a large enough effect in the main read-out, with a control signal flat, not every such curve was filed as active; inconclusive = small, poorly fitted or top-dose-only effect, or effect the other way, or a change in a side signal; inactive = no such curve, though single readings can be large or run the other way; note: potency is the fitted concentration of half-maximal effect; % of control where 0% means no effect
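FP read-out: FITC-PTAP peptide, 50 nM final, binding Tsg101 binding domain, 10 uM final; 20 min, r.t.; 10 mM HEPES pH 7.5, 0.15 M NaCl, 0.01% Tween 20, 3 mM EDTA, 0.1 mM TCEP.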
B2AR arrestin: qHTS assay of beta-arrestin-biased ligands of beta2-adrenergic receptor; Potency, µM (titrated, usually from 46.1 µM), for inactives: at the highest dose activation, actives largely listed as activators; AID 492947, 2010; 330,000 compounds, 0.02% hits; Beta-2 adrenergic receptor (Homo sapiens), P07550; beta-arrestin recruitment to beta2AR, cell-based reporter;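 note: potency is the fitted concentration of half-maximal effect; 0% = DMSO controls and full agonism = EC100 isoproterenol or metaproterenol; nearly all actives have a fitted effect of over 65% in size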
Target sequence (P07550 whole entry, looked up): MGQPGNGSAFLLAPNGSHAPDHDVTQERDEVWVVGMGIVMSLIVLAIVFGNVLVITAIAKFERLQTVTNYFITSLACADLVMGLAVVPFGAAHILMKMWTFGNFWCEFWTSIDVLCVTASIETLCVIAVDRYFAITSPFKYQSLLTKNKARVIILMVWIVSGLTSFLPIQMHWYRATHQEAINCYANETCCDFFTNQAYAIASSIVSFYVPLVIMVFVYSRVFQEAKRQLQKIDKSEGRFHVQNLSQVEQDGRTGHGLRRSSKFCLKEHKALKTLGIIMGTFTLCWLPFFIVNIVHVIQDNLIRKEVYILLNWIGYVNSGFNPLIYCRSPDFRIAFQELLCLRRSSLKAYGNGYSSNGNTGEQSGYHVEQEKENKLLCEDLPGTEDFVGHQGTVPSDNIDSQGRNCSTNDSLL
ASM inhibitor: Inhibitors of Secretory Acid Sphingomyelinase (S-ASM): qHTS | placental ASM, HMU-PC fluorogenic substrate, 60 min | 340,000 compounds, 0.006% hits | Potency, µM (titrated, usually from 57.5 µM), inactives show top-dose activity change, negative = inhibition, hits mostly inhibitors; note: potency is the fitted concentration of half-maximal effect
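Human placenta-derived ASM enzyme was preincubated with compound for 10 minutes at room temperature, then given fluorogenic substrate HMU-PC0 (9 uM final) for 60 minutes at 37 °C; a pH 10 stop preceded fluorescence reading at Ex 386/Em 447 nm.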
Chronic BCR inh: qHTS Assay to Find Inhibitors of Chronic Active B-Cell Receptor Signaling; ABC-DLBCL IkBa-CBG/CBR reporter, luminescence ratio, 4 h; Potency, µM (highest dose often 46.1 µM), inactives show at the top dose ratio change, negative = lower green/red ratio, most hits filed as inhibitors; 340,000 compounds, 0.05% hits; AID 493014, 2011; active = well fitted inhibition curve with a large enough effect in the signal ratio, with a control signal flat, not every such curve was filed as active; inconclusive = small, poorly fitted or top-dose-only effect, or effect the other way, or a change in a side signal; the % refers to the signal ratio;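 note: potency is the fitted concentration of half-maximal effect; plate controls were basal doxycycline-induced cells for no effect and cells given 10 µM MG132 for full effect; MG132 reads +100%, hits lower the ratio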
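TMD8 human ABC-DLBCL cells with doxycycline-inducible IκBα–green luciferase fusion and unfused red luciferase, in 0.5% FBS medium; compounds up to 46 uM, 4 h at 37C. Green/red luminescence ratio, filter-overlap corrected, fitted to concentration-response curves.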
FBPA coupling cs: qHTS Assay for Inhibitors of Fructose-1,6-bisphosphate Aldolase from Giardia Lamblia: Coupling assay counterscreen; activity change, negative = inhibition, % at 58.2 µM, hits read low; 290,000 compounds, 0.67% hits; coupling enzyme system counterscreen, AmpLite Red fluorescence; in the data active = activity change below about -30%; note: % is set by controls: 0 for no effect and ±100 for the full control effect
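Counterscreen of the coupled detection system alone, without aldolase: glyceraldehyde-3-phosphate coupling enzymes plus AmpLite Red readout. Compounds at 57.5 uM final, 10 min RT preincubation, 20 min RT reaction, fluorescence 525/598 nm.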
* hit, by the source's call; ? = inconclusive; · = not tested or not shown; [ ] = dose if it differs, or a comment. Unless noted, calls come from the whole dose curve; as a rule, active = well fitted curve in the direction sought with a large enough effect; inconclusive = small, poorly fitted or top-dose-only effect, or another doubt; inactive = no such curve, though single readings can be large; an effect the other way counts as inactive or inconclusive. The list is partial (hit frequency here may not be typical).

SMILES	GALK inhibitor	Menin MLL FP TR	Giardia kill	PKM2 act	Tb PFK inh	Integrin act MD	PTAP TSG101 blk	B2AR arrestin	ASM inhibitor	Chronic BCR inh	FBPA coupling cs
O=C(NCc1cccnc1)C(=O)c1c[nH]c2ccccc12	·	-1%	-25	10%	0%	-4%	-1%	0.3%	0%	?	5
CC(CN1CCCCC1)OC(=O)c1ccco1 (stereo not given)	-1%	7%	15	·	2%	0%	-10%	0.2%	6%	1%	-1
CCCNC(=O)c1ccc(COc2ccc(C)cc2)o1	7%	-20%	6	1%[11.5 µM]	-2%	16%	2%	0.1%	3%	-4%	0
Cc1ccccc1NC(=O)c1ccc(NC(=O)c2ccco2)cc1	-4%	11%	-6	2%	-7%	-8%[7.66 µM]	-11%	-0.2%	-1%	3%	0
COc1cc(OC)cc(C(=O)NNC(=O)c2cc3ccccc3cc2O)c1	-2%	?	21	·	0%	0%	-1%	-0.5%	28%	?	5
N#C/C(=C\c1ccc(N2CCOCC2)o1)c1nc2ccccc2[nH]1	·	?	1	-7%	-5%	-35%	?	0.0%	-17%	?	-49*
CCc1nc2oc3ccc(C)cc3c(=O)c2cc1C(=O)OC	-2%	-22%	4	·	0%	?	-1%	0.2%	-2%	3%	0
O=C(N/N=C/c1cccc([N+](=O)[O-])c1)c1cccs1	-2%	11%	3	-4%	3%	16%	0%	-0.2%	·	?	-8
CC(C)(C)C1CCC(C(=O)Nc2ccccc2)CC1 (stereo not given)	0%	1%	-17	-4%	-1%	32%[7.66 µM]	-4%	0.1%	-4%	?	0
N#Cc1c(-c2ccc(Cl)cc2)cc(-c2ccccc2)nc1SCC(=O)O	-9%	?	-28	0%	0%	12%	-10%	0.3%	13%	8%	10
CNC(=O)NC(=O)CSc1nc2cc(C(=O)OC)ccc2c(=O)n1-c1ccccc1	2%	0%	0	0%	-4%	-8%	0%	-0.5%	-1%	?	-1
Cc1cc(C)nc(Nc2n[nH]c(COc3cccc4ccccc34)n2)n1	-2%	9%	-14	-6%	0%	8%	-2%	-0.4%	1%	0%	1
Cc1cc([N+](=O)[O-])ccc1NC(=O)C1CCCO1 (stereo not given)	0%	-1%	14	-16%	0%	17%	-4%	0.9%	0%	-1%	1
Cc1cc(CNC(=O)C(C)n2nc(C)c([N+](=O)[O-])c2C)c2ccccc2n1 (stereo not given)	0%	10%	2	-1%	2%	-16%	-1%	-1.1%	-1%	-8%	1
O=C1CC(c2ccc3c(c2)OCCO3)Oc2ccccc21 (stereo not given)	6%	4%	-13	1%[0.46 µM]	-5%	14%	-5%	-0.4%	0%	?	1
CC/C=C(\NC(C)=O)c1ccccc1	·	·	6	·	-3%	22%	3%	0.1%	2%	-6%	·
CC(Sc1ccc(Cl)cc1)C(=O)NCc1ccc2c(c1)OCO2 (stereo not given)	-3%	12%	12	-5%	1%	23%	1%	0.0%	1%	-4%	2
CCOc1ccc2[nH]c(=O)c(CN(CCO)C(=O)c3ccccc3F)cc2c1	7%	-9%	-8	12%	0%	-6%	-7%	-0.2%	42%[activator]	0%	0
CSc1nc2ccc3nc(NC(=O)c4ccccc4)sc3c2s1	0%	?	29	-9%	-1%	13%	-1%	-0.1%	9%	?	1
Cc1ccc(C)c(N2CCN(S(=O)(=O)c3ccc4c(c3)CC(C)N4C(=O)C3CC3)CC2)c1 (stereo not given)	6%	13%	0	-2%[0.46 µM]	0%	12%	-5%	0.4%	1%	0%	-6
Cc1cccc(C(=O)Nc2ccc(C(=O)/C=C/c3ccncc3)cc2)c1	-4%	48%[activator]	7	4%	27%	-43%	-2%	-0.3%	-18%	?	-5
Clc1ccc(OCCN2CCOCC2)cc1Cl	1%	-7%	-7	-6%	-5%	-13%	-3%	0.0%	1%	?	1
CC(C)NC(=O)COc1coc(CN2CCN(c3ccccc3F)CC2)cc1=O	10%	-1%	-10	·	-6%	11%	-1%	0.3%	-3%	4%	1
CCC(C)(C)n1nnnc1CN(Cc1cc2cc(OC)ccc2[nH]c1=O)C1CCCC1	2%	3%	23	-1%	4%	-14%	-8%	-0.7%	19%	?	1
Cc1ccc(C(=O)Nc2ccc(C)c(S(=O)(=O)N3CCOCC3)c2)c(C)c1	-5%	·	-2	-2%	0%	-12%	1%	-0.4%	2%	-12%	·

(next part)
SMILES	GALK inhibitor	Menin MLL FP TR	Giardia kill	PKM2 act	Tb PFK inh	Integrin act MD	PTAP TSG101 blk	B2AR arrestin	ASM inhibitor	Chronic BCR inh	FBPA coupling cs
CCOc1ccccc1NC(=O)Nc1ccc2c(c1)CCC2	7%	·	22	-10%	-2%	8%	-5%	0.2%	-9%	?	·
Cn1c(CC(=O)NNC(=O)c2ccc(F)cc2F)nc2ccccc21	·	·	-5	·	0%	23%	0%	-0.5%	3%	-3%	·
C/C(=N\NC(=O)c1ccccc1O)c1ccc(NC(=O)Cc2ccccc2)cc1	-5%	·	-18	·	0%	-21%	-2%	-1.0%	·	?	·
CN(/N=C/c1ccncc1)c1cnn(-c2ccc(F)c(Cl)c2)c(=O)c1Cl	0%	0%	7	4%	-1%	-8%	-4%	0.4%	0%	5%	2
CCOC(=O)c1cn(-c2nc(-c3ccc(Cl)cc3)cs2)c2c(F)c(N3CC(C)OC(C)C3)c(F)cc2c1=O (stereo not given)	-3%	-6%	·	1%	1%	·	·	0.3%	·	-8%	·
O=C(NCc1ccccn1)c1n[nH]c(=O)c2ccccc12	-1%	·	29	5%	3%	-3%	-2%	0.3%	-3%	18%	-1
Cn1c(CNC(=O)c2cccs2)nnc1SCC(=O)Nc1ccc(Cl)cc1	-1%	13%	-10	1%	-6%	15%	-7%	-1.1%	0%	-4%	5
O=C(CSc1ncccn1)Nc1ncc(C(F)(F)F)cc1Cl	-3%	-1%	14	21%	-1%	-18%	0%	-0.3%	18%	3%	3
CC1(C)CC(CC(=O)NC(=S)Nc2ccc([N+](=O)[O-])cc2)C(=O)O1 (stereo not given)	-2%	17%	17	-1%	3%	-17%	-9%	0.0%	-3%	6%	2
COc1ccc(C(=O)Nc2ccccc2C(=O)NC(C)C)cc1OC	0%	-4%	0	-2%	-2%	-20%	0%	0.2%	0%	-3%	3
O=C(Nc1ccc(O)cc1)/C(=C\c1ccncc1)NC(=O)c1ccccc1	-2%	-8%	-12	3%	8%	7%	0%	-0.9%	-2%	2%	-3
O=c1[nH]c(C2CCN(S(=O)(=O)/C=C/c3ccccc3)CC2)nc2c1nnn2Cc1ccccc1	11%	22%	-18	·	4%	23%	1%	2.7%	-3%	?	0
CCOc1ccc(N=C2Sc3nc4ccc(C)cc4cc3CN2CCOC)cc1	-2%	8%	-9	0%	-1%	-14%	-3%	-0.2%	-12%	10%	1
Cc1sc2nc(SCC(=O)Nc3ccc(S(N)(=O)=O)cc3)[nH]c(=O)c2c1C	2%	?	0	-2%	2%	5%	-2%	4.5%	-2%	?	1
O=c1ccc2c(-c3ccccc3S(=O)(=O)O)c3ccc(O)c(O)c3oc-2c1O	·	·	-13	·	2.4µM*	-9%	?	0.0%	9%	28%	·
O=C(NCCc1ccccc1)C1CCC(CNS(=O)(=O)c2ccc(F)cc2)CC1 (stereo not given)	1%	·	-6	·	0%	-1%	-2%	-0.9%	4%	1%	·
CN(C(=O)COC(=O)c1ccccc1NC(=O)c1ccco1)C1CCS(=O)(=O)C1 (stereo not given)	-1%	-22%	3	-7%	1%	-2%	-8%	0.4%	1%	-7%	1
CCOc1ccc(CNCc2ccc(C(=O)O)cc2)cc1OC	3%	-10%	-8	0%	-6%	22%	1%	-0.3%	-2%	1%	-1
O=C(O)CCC(=O)Nc1ccc(S(=O)(=O)N2CCCC2)cc1	1%	10%	2	0%	-15%	24%	-8%	0.0%	2%	?	0
CC1(C)CC(=O)C(C=NCCC2=CCCCC2)=C(O)C1	4%	6%	5	-10%	-1%	-3%	-9%	-0.1%	-2%	4%	-14
